TTR transcr act – TTR transcription activation, primary screen; SH-SY5Y TTR promoter Gaussia luciferase, luminescence; 100% = recombinant luciferase protein wells; activation, % at 16.7 µM; 92,000 tested, 1.3% active;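 active = activation above the mean of all tested compounds plus 3 SD, cut at about 9.5% in these data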;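 also: cells exposed to compounds for one day before reading; 0% = median of all test compound wells on the plate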
Numbers without * were called inactive. Some of the compounds tested. The share of hits here may be higher or lower than overall.

SMILES	TTR transcr act
CCn1c(SCC(=O)NC2=NCCS2)nnc1C(C)NC(=O)c1ccccc1Br (stereo not drawn)	1.6
Cc1cc(NC(=O)c2n[nH]c(=O)c3ccccc23)ccc1Br	-0.3
CC(NC(=O)COc1ccc([N+](=O)[O-])cc1)c1ccccc1 (stereo not drawn)	2.5
O=C(Nc1cc(C(F)(F)F)ccc1N1CCOCC1)c1n[nH]c(=O)c2ccccc12	-0.3
CCOC(=O)[C@@]12CCC3=C1N(CCC3)C(=O)[C@H](CC(=O)NCc1cccc3ccccc13)C2	0.8
CCc1ccc(C(=O)COC(=O)c2nn(C)c(=O)c3ccccc23)cc1	0.8
CC(C)c1ccc(N2C(=O)CC(Sc3ncccn3)C2=O)cc1 (stereo not drawn)	-2.2
O=C(NC(=S)N1CCN(c2ccc(F)cc2)CC1)C12CC3CC(CC(C3)C1)C2	18*
Cc1ccc(-c2n[nH]c(=S)n2/N=C/c2cccs2)cc1	14*
CC1CCN(C(=O)Cn2cc([N+](=O)[O-])ccc2=O)c2ccccc2S1 (stereo not drawn)	1.2
C=CCNC(=S)NNC(=O)COc1ccc(Cl)cc1Cl	-0.1
COc1ccc(C(=O)CCN2CCN(c3ccccc3F)CC2)cc1	-1.0
COc1cc(S(=O)(=O)Nc2ccc(C)cc2)ccc1NC(=O)c1ccncc1	-1.6
COc1ccc(O)c(C(=O)c2cnn(S(=O)(=O)c3ccc(C)cc3)c2)c1	-1.7
COC(=O)COc1ccc(=O)n(-c2ccccc2)n1	7.3
Clc1cccc(Nc2nc(-c3ccncc3)nc3ccccc23)c1	-5.4
CC(C)CCC(C(=O)O)C(C)CC(=O)Nc1ccn(-c2ccccc2)n1 (stereo not drawn)	0.7
O=C(N=c1nc2ccccn2s1)c1ccccc1	8.0
CCOC(=O)C1=C(C)N(c2nonc2NC(C)=O)C(N)=C(C#N)C1c1ccccc1F (stereo not drawn)	0.2
O=C(NCC(=O)N(c1cccnc1)C(C(=O)NC1CCCC1)c1cccs1)c1cccs1 (stereo not drawn)	-0.8
N#Cc1nc(Cl)c(Cl)c(NN)c1Cl	0.1
Cn1nc(-c2ccc(Cl)cc2)cc1NC(=O)Nc1ccccc1	-0.2
Cc1cc(C)cc(OCC(=O)Nc2ccc(-n3cnnn3)cc2)c1	-2.0
CCN1C(=O)c2cccc3c(S(=O)(=O)Nc4ccccc4O)ccc1c23	0.5
COc1cc2c(cc1OC)[C@@H](NC(=O)COc1ccccc1)[C@H](OCc1ccccc1)C2	-0.3
CC(=O)Nc1ccc(SCC(=O)c2cc(C)n(-c3ccccc3F)c2C)cc1	-1.5
Cc1ccc(NC(=O)c2ccc(-c3cc(Cl)ccc3Cl)o2)c(C)c1	-0.8
CN(C)c1cccc(F)c1C(=O)NC(=O)Nc1ccc(Cl)cc1	3.3
COc1ccc(S(=O)(=O)N2CCN(Cc3ccc4c(c3)OCO4)CC2)cc1F	-1.1
Cc1ccn2cc(-c3cccc(NC(=O)C(C)C)c3)nc2c1	1.7
O=C(O)c1ccccc1-c1ccccc1C(=O)NCc1ccccc1Cl	-1.1
CC1CCN(C(=O)CCc2ccc(Oc3cc([N+](=O)[O-])cc([N+](=O)[O-])c3)cc2)CC1	-2.2
Cc1ccc(-c2nn(-c3ccccc3)cc2C2SCC(=O)N2Cc2ccccc2)o1 (stereo not drawn)	0.1
COc1ccc(N2CCN(C(=O)c3cc4c(s3)CCCCC4)CC2)cc1	1.8
Nc1nonc1-n1nnc(C(=O)N/N=C/c2ccc(OCc3ccccc3F)cc2)c1CNc1ccccc1	-0.4
C/C(=N\NC(=O)c1ccc(CSc2nncn2C)cc1)c1ccc2ccccc2c1	0.1
COc1cc(C(=O)NCCOc2ccccc2C)c(Br)c(OC)c1OC	-0.5
Clc1ccc(-c2nnc(SCc3nc(-c4ccccc4)no3)o2)cc1	-0.5
COc1ccc(-c2cn(-c3ccc(Br)cc3)c3[n+]2CCS3)cc1	-1.9
Cc1nc(C(=O)NNC(=O)c2cccc(Cl)c2)c(C(F)(F)F)o1	-0.2
CCn1cc(C(=O)NCc2ccccc2)c(=O)c2cc(F)c(N3CCN(C(=O)c4ccco4)CC3)cc21	-9.0
CC(C)CC(NC(=O)c1ccc(Cl)cc1Cl)C(=O)O (stereo not drawn)	0.4
C/C(=N\NS(=O)(=O)c1ccc(C)cc1)c1ccc(C)s1	9.4
O=c1[nH][nH]c(-c2ccccc2)c1C=Nc1ccc(C(F)(F)F)cc1	0.6
O=c1c(-c2ccc(O)cc2)coc2cc(O)cc(O)c12	-1.5
CCOC(=O)C1=C(C)N=C(SC)N(C)C1c1ccccc1 (stereo not drawn)	1.4
CCCC[C@@H](CNC)NC[C@H](Cc1ccc(O)cc1)NCCc1ccc(OCC)cc1	-3.8
CNC(=O)c1[nH]cnc1C(=O)Nc1ccc(OC)cc1	5.8
COc1ccc(NC(=O)c2cccc3ccccc23)cc1	0.3
CN(C(=O)/C=C/c1ccc(F)cc1)C1CCCCC1	-1.5
c1ccc2c(c1)[nH]c1c(N3CCN(C4CCCCC4)CC3)ncnc12	0.1
COC(=O)CN1C(=O)[C@H]2[C@@H](/C=C/c3ccccc3)N3C(=O)CN(Cc4ccccc4)C(=O)[C@@]3(C)[C@H]2C1=O	-0.8
Cc1cc(C(F)F)n2ncc(C(=O)NC3CCCCCC3)c2n1	3.4
CC(O)CN=c1cc(-c2ccccc2)oc2ccc(Cl)cc12 (stereo not drawn)	2.2
COCCCNC(=S)Nc1ccccc1[N+](=O)[O-]	4.9
COc1cc(N(C(C)=O)c2ccc(O)cc2)c2ncccc2c1	-1.0
COc1cc(NC(=O)CN2CCC(C(N)=O)(N3CCCCC3)CC2)c(OC)cc1Cl	-2.1
COc1cc(C(C(=O)NC2CCCC2)N(C(=O)c2snc(C(N)=O)c2N)C2CCCC2)cc(OC)c1OC (stereo not drawn)	-0.1
CSc1nsc(NC(=O)OCc2ccc(Cl)cc2)n1	-0.6
COc1ccc(N(CC(=O)NCCSCc2ccco2)S(=O)(=O)c2ccccc2)cc1Cl	0.9

(continued)
SMILES	TTR transcr act
CC(NC(=O)CCc1nnc(C2(c3ccc(Cl)cc3)CCC2)o1)C1CC1 (stereo not drawn)	0.4
NC(=S)Nc1cccc(F)c1	0.0
COc1ccc(C(=O)Nc2cc(C(=O)O)cc(C(=O)O)c2)cc1Cl	-0.3
O=C(NCC(=O)N1CC=C(c2ccccc2)CC1)c1ccccc1Br	-2.5
O=C(NCC1CCCO1)c1ccc(Br)c(S(=O)(=O)N2CCOCC2)c1 (stereo not drawn)	-1.6
NC(=O)c1oc2ccccc2c1NC(=O)CCc1ccccc1	3.1
CCN(CC)c1ccc(/C=N/N2CCOCC2)cc1	0.3
CCN(c1ccc(NC(=O)COC(=O)c2ccc3ccccc3n2)cc1)C(C)C	0.1
C=CCc1c(N(CC)CC)nc(C)[nH]c1=O	-0.5
CCN(CC)S(=O)(=O)c1ccc(NC(=O)COc2cccc(-n3cnnn3)c2)cc1	0.4
COc1ccc(NC(C#N)c2ccccc2OCc2ccccc2)cc1 (stereo not drawn)	0.6
N=c1c2c(n(Cc3ccccc3)c3c1CCC3)CCC2	-5.0
COc1ccc(F)cc1S(=O)(=O)NC1CC(C)(C)NC(C)(C)C1	-2.0
Cc1cc(NC(=O)C2CCN(S(=O)(=O)c3cccs3)CC2)no1	2.7
CCCc1c(C(=O)Nc2ccc(F)cc2)cnn1-c1ccccc1	3.6
CCCC(=O)Nc1c2c(nn1-c1cccc(Cl)c1)CS(=O)(=O)C2	4.3
Cn1ncc(Cl)c1C(=O)N/N=C/c1cc2c(cc1[N+](=O)[O-])OCO2	2.3
C[C@@]12C(=O)Nc3cc(Cl)ccc3C(=O)N1[C@H]1c3cc(Cl)ccc3OC[C@@H]1[C@@H]2c1ccccc1	-3.8
Cc1ccc(S(=O)(=O)c2cc(O)ccc2O)cc1C	-1.1
CCn1c(SCC(=O)Nc2ccc(OC)cc2)nc2nc3c(cc2c1=O)CCCC3	-1.3
CCCNC(=O)C1(C)CCN(CCC(=O)c2ccc(Br)cc2)C1 (stereo not drawn)	1.1
CCOC(=O)c1ccccc1NS(=O)(=O)c1c(C)nc2sccn2c1=O	-1.5
O=C(COC(=O)c1ccco1)NCc1ccco1	4.6
COc1cccc(N(C(=O)c2snc(C(N)=O)c2N)C(C(=O)NCC2CCCO2)c2ccc(C)o2)c1 (stereo not drawn)	0.5
Cc1ccc(S(=O)(=O)N2CCOCC2)cc1C(=O)N1CC(C)CC(C)C1 (stereo not drawn)	0.8
Cc1cc(C)c(O)c(NC(=S)NC(=O)Cc2ccccc2)c1	0.0
COc1ccc2c(c1)nc(SCC(=O)c1ccc(Br)s1)n2C	1.5
O=C(Cc1ccccc1)NN1C(=O)/C(=C/c2ccc(C(=O)O)cc2)SC1=S	-0.9
O=C(Nc1cccc(S(=O)(=O)N2CCCCCC2)c1)c1ccc(Cl)nc1	-2.3
O=C(NC1CCN(Cc2ccccc2)CC1)c1ccc(Oc2cc(Cl)cc(Cl)c2)o1	-1.4
COc1ccccc1-c1c(C)[nH]n2c(=O)c(Cc3ccccc3)c(C)nc12	0.0
CC1CC(C)CN(C(=O)c2ccc(C#N)cc2)C1 (stereo not drawn)	2.1
CCCCC(CCC(=O)NNC(=O)Cc1ccccc1)C(=O)O (stereo not drawn)	-1.7
COc1ccccc1N1CCN(/N=C/c2ccc([N+](=O)[O-])cc2)CC1	-0.1
CN(c1ccccc1)S(=O)(=O)c1cccc(NC(=O)CCN2C(=O)C3CCCCC3C2=O)c1 (stereo not drawn)	3.1
COc1ccc(CN2C(=O)C(CC(=O)NCCc3ccccn3)CC(C(=O)N3CCOCC3)=C2C)cc1 (stereo not drawn)	-1.1
Cc1cc(C(=O)CN2C(=O)C3CC=CCC3C2=O)c(C)n1-c1ccccc1 (stereo not drawn)	1.3
COc1ccc(C(=O)c2ccc(N3CCN(C(=O)c4ccc(F)cc4)CC3)c(F)c2)cc1Br	-0.9
Cc1cc(Oc2ccccc2)nc(SCC(=O)Nc2ccc(Cl)c(Cl)c2)n1	1.0
CCCC[C@H]1C2CC(OC(=O)NCCCC(=O)OCC)C(C2)[C@H]2CCCCN21 (stereo partly drawn)	2.1
CC1=NNC(=O)C1Cc1ccccc1 (stereo not drawn)	-1.3
CC1CCN(C(=S)Nc2ccc(SC(F)F)cc2)CC1	1.8
COc1cc(-c2nnn(CC(=O)NCc3ccccc3)n2)cc(OC)c1OC	-1.4
Cc1ccc(C(=O)NC2CCCCCC2)cc1S(=O)(=O)N1CCOCC1	-1.7
CCOC(=O)Cn1nc(C)c(NC(=O)CCc2ccccc2)c1C	0.9
O=C(Nc1c(F)c(F)c(F)c(F)c1F)OC[C@@H]1CSCCS(=O)(=O)N1	-0.9
CSc1cccc(NS(=O)(=O)c2ccc(F)cc2)c1	0.4
CC(C)(C)NC(=O)c1cccc(NC(=O)c2cccc(O)c2)c1	-0.3
COc1ccccc1CNS(=O)(=O)c1c(C)nc2scc(C)n2c1=O	-1.4
CCC(=O)Nc1cc(C)c(NC(=O)c2ccccc2OC)cn1	0.8
Cc1cccc(NC(=O)c2c(C)nc3ccccn23)c1	-1.9
C=CCNC(=O)N[C@@H](CCSC)C(=O)OC	1.8
C[C@@H]1CN([C@@H](C)CO)S(=O)(=O)c2ccc(Br)cc2O[C@H]1CN(C)C(=O)Nc1ccc2c(c1)OCO2	0.4
O=c1c2ccccc2nc(-c2ccco2)n1-c1nc2ccccc2s1	0.5
CCCCNC(=S)N=Nc1c(O)n(Cc2ccccc2)c2ccccc12	1.5
COc1ccc(NC(=O)COC(=O)CCCOc2ccc(Cl)cc2Cl)cc1	-0.1
O=C(OCC#CCSc1nnc(-c2cccc3ccccc23)o1)c1ccc(OC(F)(F)F)cc1	1.0
Cc1cc(C(=O)NCCCn2ccnc2)cs1	0.4
Cc1cc(C)c(NC(=O)CSc2nc3c(c(=O)n2C)SC(C)C3)c(C)c1 (stereo not drawn)	-0.6
C/C(=N\OCC(=O)Nc1ccc(F)c(F)c1F)c1cc2ccccc2o1	1.8

The list continues.
SMILES	TTR transcr act
O=c1[nH]n2c(=O)c3c([nH]c2c1N=Nc1cccc(C(F)(F)F)c1)CCCC3	0.8
Cc1ccnc(NC(=O)C2CC(=O)N(Cc3ccccc3)C2)c1 (stereo not drawn)	0.0
COc1ccc(OC)c(NC(=O)c2ccc(CN(c3cc(Cl)ccc3C)S(=O)(=O)c3ccccc3)cc2)c1	-3.2
O=C(COC(=O)/C=C/c1cccc(F)c1)NC1CCCCC1	9.2
O=S(=O)(c1ccc(Br)s1)N1CCN(CCc2ccccc2)CC1	-1.5
CCOC(=O)CSc1ccc(C(=O)Nc2ccc(OC)cc2)cn1	-0.7

In the list so far, these have two or more sulfur atoms.
SMILES	TTR transcr act
CCn1c(SCC(=O)NC2=NCCS2)nnc1C(C)NC(=O)c1ccccc1Br (stereo not drawn)	1.6
Cc1ccc(-c2n[nH]c(=S)n2/N=C/c2cccs2)cc1	14*
O=C(NCC(=O)N(c1cccnc1)C(C(=O)NC1CCCC1)c1cccs1)c1cccs1 (stereo not drawn)	-0.8
C/C(=N\NS(=O)(=O)c1ccc(C)cc1)c1ccc(C)s1	9.4
CSc1nsc(NC(=O)OCc2ccc(Cl)cc2)n1	-0.6
COc1ccc(N(CC(=O)NCCSCc2ccco2)S(=O)(=O)c2ccccc2)cc1Cl	0.9
Cc1cc(NC(=O)C2CCN(S(=O)(=O)c3cccs3)CC2)no1	2.7
CCOC(=O)c1ccccc1NS(=O)(=O)c1c(C)nc2sccn2c1=O	-1.5
COc1ccc2c(c1)nc(SCC(=O)c1ccc(Br)s1)n2C	1.5
O=C(Cc1ccccc1)NN1C(=O)/C(=C/c2ccc(C(=O)O)cc2)SC1=S	-0.9
CC1CCN(C(=S)Nc2ccc(SC(F)F)cc2)CC1	1.8
O=C(Nc1c(F)c(F)c(F)c(F)c1F)OC[C@@H]1CSCCS(=O)(=O)N1	-0.9
CSc1cccc(NS(=O)(=O)c2ccc(F)cc2)c1	0.4
COc1ccccc1CNS(=O)(=O)c1c(C)nc2scc(C)n2c1=O	-1.4
Cc1cc(C)c(NC(=O)CSc2nc3c(c(=O)n2C)SC(C)C3)c(C)c1 (stereo not drawn)	-0.6
O=S(=O)(c1ccc(Br)s1)N1CCN(CCc2ccccc2)CC1	-1.5

From PubChem BioAssay
